Abeta yeast res = A-beta toxicity reversal in yeast; yeast expressing A-beta42, growth rescue, OD600, 48 h; response scale: 0% DMSO, 100% iron-clioquinol control; Potency, µM (series often up to 46.1 µM), for the others: top-dose growth rescue, most hits filed as activators; 0.063% of 410,000 active; AID 1347071; also: potency is read from the fitted curve at half-maximal effect; nearly all actives have a fitted effect of over 55% in size
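Yeast growth medium received pinned compounds, then yeast cells expressing toxic A-beta were added; plates incubated at 30 C for 48 hr. Growth read as absorbance at 600 nm, normalized to DMSO and equimolar FeCl3 plus clioquinol controls.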
DRD3 antagonist = antagonists of human D3 dopamine receptor; D3R cells, DiscoveRx beta-arrestin luminescence, antagonist mode; stronger effect = lower value; max response, negative = inhibition, %; 2.5% of 360,000 active; AID 652054; in the data active = max response below about -50%; inconclusive = no clear call, values can overlap the other calls; also: % is scaled to controls: 0 for no effect and ±100 for the full control effect; mostly tested at two doses, the higher about 12 µM
Target sequence (P35462 whole entry, looked up): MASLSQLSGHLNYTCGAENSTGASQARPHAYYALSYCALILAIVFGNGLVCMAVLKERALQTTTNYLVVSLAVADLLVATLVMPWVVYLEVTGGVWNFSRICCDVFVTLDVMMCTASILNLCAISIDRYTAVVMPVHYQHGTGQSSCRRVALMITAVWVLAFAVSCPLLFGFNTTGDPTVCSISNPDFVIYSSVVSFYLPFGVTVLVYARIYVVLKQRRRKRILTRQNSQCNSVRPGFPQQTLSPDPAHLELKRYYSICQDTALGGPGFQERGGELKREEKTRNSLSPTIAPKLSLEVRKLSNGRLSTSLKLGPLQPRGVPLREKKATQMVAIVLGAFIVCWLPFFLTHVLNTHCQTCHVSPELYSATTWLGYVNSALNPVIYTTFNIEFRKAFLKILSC
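Cells plated overnight at 1500 cells/well, then exposed to library compounds with dopamine controls for 90 minutes at 37 degrees C. DiscoveRx reagent added for 30–60 minutes at room temperature; luminescence read, quantitative HTS format.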
aSyn yeast inh = inhibitors of alpha-synuclein toxicity in yeast. Potency, µM (series often up to 46.1 µM), for inactives: at the highest dose growth rescue (activation), actives largely listed as activators. 0.14% of 370,000 active. Yeast expressing alpha-synuclein, growth rescue, BacTiter-Glo, 24 h; also: potency is read from the fitted curve at half-maximal effect; % of control where 0% means no effect; nearly all actives have a fitted effect of over 65% in size
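Screening used galactose-induced yeast with toxic alpha-synuclein levels, exposed to compound for 24 hr at 30 deg C. Cell growth, read with BacTiter-Glo luminescence, gave the measured signal.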
TDP43 rescue = TDP-43 toxicity inhibition in yeast | TDP-43 expressing yeast growth rescue, BacTiter-Glo, 24 h | Potency, µM (series often up to 46.1 µM), for inactives: at the highest dose growth rescue (activation), actives largely listed as activators | 1.8% of 410,000 active | AID 652104; also: potency is read from the fitted curve at half-maximal effect; % of control where 0% means no effect; nearly all actives have a fitted effect of over 50% in size
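Galactose-induced TDP-43 yeast, OD600=0.02, compound pinned; 24 hr, 30 deg C; BacTiter-Glo luminescence for growth. Inhibitors of TDP-43 toxicity read as activators.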
GLP-1R inv ag = acts as inverse agonist at human GLP-1 receptor; HEK293 GLP-1R CRE-luciferase, luminescence, 24 h; GLP-1R form is constitutively active; Potency, µM (doses to about 38.3 µM), for the others: top-dose activity change, negative = inhibition, hits mostly inhibitors; 1.6% of 410,000 active; also: potency is read from the fitted curve at half-maximal effect; % is scaled to controls: 0 for no effect and ±100 for the full control effect; nearly all actives have a fitted effect of over 55% in size
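HEK293 cells stably co-expressing a cAMP-responsive luciferase reporter and constitutively active GLP-1R were seeded, incubated 12 h, then exposed to compounds for 24 h at 37 C. Luminescence was read 12 min after detection reagent; inverse agonists lower signal.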
PTHR1 ag = agonists of human PTHR1 parathyroid hormone receptor | HEK293 GP2 PTHR1 cells, GloSensor cAMP luminescence, 1 h | Potency, µM (doses to about 115 µM), for the others: top-dose activation, most hits filed as activators | 0.075% of 410,000 active | AID 743266; also: potency is read from the fitted curve at half-maximal effect; nearly all actives have a fitted effect of over 55% in size; some results filed as inactive show a strong effect at the top dose; inactives centre near -15; many of its hits are not listed in these tables
Target sequence (Q03431 whole entry, looked up): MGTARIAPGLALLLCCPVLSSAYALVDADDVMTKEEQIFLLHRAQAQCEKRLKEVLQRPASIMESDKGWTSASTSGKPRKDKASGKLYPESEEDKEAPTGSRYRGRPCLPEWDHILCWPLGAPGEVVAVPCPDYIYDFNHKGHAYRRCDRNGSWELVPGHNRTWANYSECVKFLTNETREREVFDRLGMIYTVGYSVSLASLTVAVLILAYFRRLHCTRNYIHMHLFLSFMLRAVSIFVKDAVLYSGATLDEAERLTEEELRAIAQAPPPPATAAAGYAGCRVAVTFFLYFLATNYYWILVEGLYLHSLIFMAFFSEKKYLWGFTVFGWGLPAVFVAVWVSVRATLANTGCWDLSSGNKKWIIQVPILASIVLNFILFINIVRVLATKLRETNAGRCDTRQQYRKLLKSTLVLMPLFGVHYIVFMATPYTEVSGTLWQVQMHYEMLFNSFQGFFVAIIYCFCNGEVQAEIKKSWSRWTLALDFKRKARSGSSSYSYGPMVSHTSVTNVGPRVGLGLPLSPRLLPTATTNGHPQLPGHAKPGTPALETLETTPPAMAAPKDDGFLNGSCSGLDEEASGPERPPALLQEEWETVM
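HEK-293-derived GP2 cells expressing PTHR1 and a GloSensor cAMP reporter, 3,000/well, plated overnight, given luciferin plus IBMX (each 0.5 mM as added) for 1 h at 37 °C, then compound for 1 h at 37 °C. Luminescence was read after 15 min at room temperature.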
GLP1R ag = agonists of human GLP-1 receptor. P43220. HEK293 GLP-1R CRE-luciferase, luminescence, 4-6 h; cells express a hypersensitive GLP-1R form. Potency, µM (top dose mostly 45.6 µM), for inactives: at the top dose activation, most hits filed as activators. 0.007% of 380,000 active; also: potency is read from the fitted curve at half-maximal effect; % of control where 0% means no effect
FUS suppressor = suppressors of FUS proteinopathy in yeast. AID 1347120. 0.24% of 390,000 active. S. cerevisiae FUS-expressing, growth rescue, OD600, 24 h. Potency, µM (top dose mostly 76.6 µM), without a hit: at the top dose growth rescue (activation), most hits filed as activators;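 also: potency is read from the fitted curve at half-maximal effect; plate controls were DMSO vehicle for no effect and reference control for full effect; nearly all actives have a fitted effect of over 55% in size; some results filed as inactive show a strong effect at the top dose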
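Yeast expressing FUS under galactose induction, OD 0.005 in 2% galactose medium; compounds in a dilution series, 24 h at 30C. Growth rescue by absorbance at 600 nm; CP55940 positive control, DMSO negative.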
pAkt inh = Akt phosphorylation inhibition; Neuro2A IGF-stimulated pAkt S473 HTRF, 20 min; stronger effect = lower value; activity change, % for hits at 50 µM; 0.32% of 360,000 active; AID 651550; in the data active = activity change below about -80%; inconclusive = mostly about -51% to -80%; also: % is scaled to controls: 0 for no effect and ±100 for the full control effect
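Neuro2A cells (4,500/well, DMEM with 0.5% FBS) were treated with compound at a single 50 µM final concentration, stimulated with 6 nM IGF for 20 min at 37 °C, and lysed. Phospho-Akt Ser473 was read by HTRF as 665/615 ratio ×10^4.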
* = called active by the depositor; i = inactive; ? = inconclusive; · = no result given; [ ] = another dose, or the depositor's remark. Unless noted, calls follow the shape of the dose curve; as a rule, active = well fitted curve in the direction sought with a large enough effect; inconclusive = small, poorly fitted or top-dose-only effect, or another doubt; inactive = no such curve, though single readings can be large; an effect the other way counts as inactive or inconclusive. Only part of the results is shown. The share of hits here may be higher or lower than overall.

smiles	Abeta yeast res	DRD3 antagonist	aSyn yeast inh	TDP43 rescue	GLP-1R inv ag	PTHR1 ag	GLP1R ag	FUS suppressor	pAkt inh
Cn1c(=O)c2c(SCC(=O)NCCc3ccccc3)nc(C3CC3)nc2n(C)c1=O	-2.4%	17.2	-1.0%	11.2%	6.4%	-2.3%	-1.0%	-38.8%	i
CCn1c(SCC(=O)NCc2ccccc2)nnc1C(CO)NC(=O)c1ccccc1 (stereo unspecified)	7.8%	-16.3	-4.3%	-16.9%	2.7%	-24.8%	-4.5%	9.6%	i
C=CCN(C(=O)CCC(=O)Nc1cc(C)on1)C(C(=O)NC(C)(C)C)c1cccc(OC)c1OC (stereo unspecified)	-1.5%	-4.6	0.2%	-4.1%	-11.4%	i	-6.5%	26.6%	i
COc1ccc(S(=O)(=O)N(C)C[C@@H]2OCc3cnnn3CCCC(=O)N([C@H](C)CO)C[C@H]2C)cc1	-11.2%	-16.9	-2.2%	8.0%	2.5%	-23.7%	12.5%	-5.0%	i
N/C(=N\OC(=O)c1ccccc1)c1ccccn1	-51.6%[inhibitor]	5.7	-34.1%[inhibitor]	-19.6%[0.397 µM]	?	-40.5%	-7.9%	-17.3%	i
CCOC(=O)C1CCN(c2c(N3CCCCCC3)c(=O)c2=O)CC1	-11.9%	-1.9	-4.0%	3.6%	5.0%	-10.0%	2.6%	-20.1%	i
CC(=O)CC1(O)C(=O)N(Cc2ccccc2)c2ccccc21 (stereo unspecified)	1.9%	9.5	2.1%	-4.0%	-13.5%	-12.2%	-11.5%	-1.1%	i
Cc1ccc(C)c(NC(=O)c2ccc[n+](Cc3ccc([N+](=O)[O-])cc3)c2)c1	11.3%	-2.7	2.4%	4.7%	-1.3%	i	-16.8%	18.8%	i
Cc1ccc(S(=O)(=O)N(CC(=O)NCCSc2ccc(Cl)cc2)c2cccc(Cl)c2)cc1	-11.3%	·	·	-25.7%	?	i	·	25.0%	·
Cc1ccc(C2(c3ccccc3)NC(=O)N(CC(=O)NC3CCS(=O)(=O)C3)C2=O)cc1C (stereo unspecified)	-0.4%	-21.5	-1.6%	14.7%	-24.3%	i	-17.6%	·	i
NC(=O)C1CCN(S(=O)(=O)c2ccc(N3CCCCS3(=O)=O)cc2)CC1	-11.2%	·	·	-5.9%	14.8%	-11.9%	·	-11.0%	·
CC(C)CCN(C(=S)Nc1cccc(C(F)(F)F)c1)C(C)c1ccccn1 (stereo unspecified)	?	12.9	-8.4%	?	?	-34.5%[inhibitor]	5.3%	18.3%	i
Cc1cccc(CC(=O)N2CC(=O)Nc3ccc(C)cc3C2c2ccc(F)cc2)c1 (stereo unspecified)	18.1%	·	·	21.5%	?	i	·	42.3%	·
O=C1N[C@@H](c2ccccc2)COC(=O)[C@@H](Cc2ccc(F)cc2)C/C=C\C[C@@H]1CC(=O)N(CCO)Cc1ccccc1	2.6%	10.3	-6.1%	1.2%	?	i	-1.5%	26.5%	i
COc1ccc(NC(=O)C2=NN(c3ccccc3)C(=O)CC2)cn1	9.6%	-11.0	-4.7%	13.4%	1.5%	i	0.4%	·	i
Cc1cc([N+](=O)[O-])nn1CC(=O)NCc1ccccc1	-1.0%	0.5	6.6%	1.0%	33.4%[activator]	i	-0.4%	-11.3%	i
CCOc1ccc(N(CC(=O)NC2CCCCC2)C(=O)Cn2nnc(-c3ccc(C)o3)n2)cc1	-5.3%	2.4	2.4%	33.7%	?	-6.6%	-0.7%	37.1%	i
COc1cc([N+](=O)[O-])cc(/C=N/NC(=O)C(C)Nc2cccc3ccccc23)c1O (stereo unspecified)	-42.4%[inhibitor]	-84.2*	4.7%	7.1%	?	i	-15.5%	19.8%	i
CCC(=O)N1CCc2cc(Br)cc(S(=O)(=O)N(C)c3ccc(OC)cc3)c21	0.3%	30.3	-7.7%	-1.2%	?	-15.0%	18.4%	18.1%	i
COc1ccc(C(=O)COC(=O)c2sc(C)nc2C)cc1Cl	-11.5%	21.1	3.7%	?	9.7%	-39.4%[inhibitor]	11.8%	19.3%	i
O=C(NCC1CCCO1)c1ccc2c(=O)n(CCc3ccccc3)c(=O)[nH]c2c1 (stereo unspecified)	5.1%	20.2	-1.2%	-13.8%	-17.9%	-21.5%	-8.1%	15.7%	i
N#C/C(=C\c1cn(CC(=O)N2CCCC2)c2ccccc12)C(=O)NCc1ccc2c(c1)OCO2	-1.1%	-7.9	-3.8%	4.4%	-19.7%	-2.7%	5.9%	24.9%	i
CNC(=S)NCCc1ccc(OC)cc1	4.1%	5.3	1.5%	25.8%	13.1%	i	2.3%	4.8%	i
O=C(NN=C1c2ccccc2-c2ccccc21)c1cccc(Br)c1	1.4%	-5.5	-6.4%	-10.2%	1.0%	i	0.6%	·	i
O=C(C1CCC(Cn2c(=O)c3sccc3n(Cc3ccccc3F)c2=O)CC1)N1CCOCC1 (stereo unspecified)	-33.0%	·	·	4.5%	10.0%	-55.4%[inhibitor]	·	24.7%	·

Further records:
smiles	Abeta yeast res	DRD3 antagonist	aSyn yeast inh	TDP43 rescue	GLP-1R inv ag	PTHR1 ag	GLP1R ag	FUS suppressor	pAkt inh
C[C@H](CO)N1C[C@H](C)[C@@H](CN(C)C(=O)NC2CCCCC2)Oc2c(NS(=O)(=O)c3cn(C)cn3)cccc2C1=O	6.0%	20.0	0.6%	5.7%	6.5%	i	-6.6%	25.2%	i
CC1CCCCC12NC(=O)N(CC(=O)N1CCN(S(=O)(=O)c3ccc4c(c3)CCC4)CC1)C2=O (stereo unspecified)	4.1%	0.0	3.3%	11.8%	1.9%	i	2.2%	7.7%	i
COc1ccc(CNC(=O)C(=O)NCC(c2cccs2)S(=O)(=O)c2ccc(F)cc2)cc1 (stereo unspecified)	-11.8%	·	·	6.7%	12.5%	i	·	16.5%	·
O=S(=O)(c1cccc2ccccc12)n1nnc2ccccc21	3.1%	-17.6	-0.4%	2.7%	9.5%	i	2.9%	4.0%	i
CCOC(=O)C1=NOC(C(=O)NN(C)c2ncc(C(F)(F)F)cc2Cl)C1 (stereo unspecified)	-16.2%	7.0	-6.3%	-4.0%	-21.6%	-5.3%	5.6%	4.0%	i
C#CCNC(=O)C1=C[C@H](c2ccc(C(F)(F)F)cc2)C[C@H](OCCCCO)O1	-2.2%	16.2	-0.1%	3.3%	-5.3%	-26.0%	-1.6%	3.8%	i
CN(C(=O)CSc1ncn[nH]1)C1(C#N)CCCCC1	-0.4%	1.8	4.3%	5.9%	4.8%	i	1.8%	-13.5%	i
CCCC(=O)Nc1ccc2oc(-c3ccc(O)c(Br)c3)nc2c1	-1.8%	·	·	18.0%	20.4%	-22.4%	·	7.8%	·
Fc1ccc(Cn2ccc(-c3cnc(-c4ccccc4)s3)n2)cc1	0.8%	13.3	3.0%	-6.3%	?	-32.7%	-1.7%	15.0%	i
CC1(C(=O)NS(=O)(=O)c2cccc(OC(F)F)c2)CCN1C(=O)C/C=C/c1ccccc1 (stereo unspecified)	0.3%	0.0	-1.1%	5.4%	?	-9.1%	0.6%	-6.2%	i
CCOC(=O)c1ccc(NC(=O)CCCn2c(=O)c3cccn3c3cccnc32)cc1	-1.3%	·	·	24.5%	21.1%	-54.9%[inhibitor]	·	-22.0%	·
O=C(COC(=O)c1ccccc1O)NCc1ccccc1Cl	-8.0%	1.6	4.1%	21.7%	25.2%	-14.4%	-3.9%	-35.8%	i
COc1ccccc1NC(=O)C1CCN(C(=O)C2CC(=O)N(c3ccc(C)cc3)C2)CC1 (stereo unspecified)	1.5%	-12.9	-1.7%	-14.8%	1.2%	-2.9%	11.1%	23.4%	i
CCOC(=O)c1ccc(N2CCN(c3cc(C)ccc3C)CC2)c(NC(=O)Nc2ccccc2)c1	4.0%	·	·	2.2%	?	i	·	26.4%	·
CC(=O)N1c2ccccc2S(=O)(=O)c2c1ccc1ccccc21	5.0%	-3.6	1.6%	0.0%	-12.3%	-1.8%	-3.1%	·	i
Cc1ccc(-n2c(=O)cc(N3CCN(Cc4ccccc4)CC3)[nH]c2=O)cc1	0.0%	-25.5	-25.6%	-14.7%	17.2%	-22.8%	-5.1%	3.8%	i

A second format for part of the listing above:
Screens in order – Abeta yeast res	DRD3 antagonist	aSyn yeast inh	TDP43 rescue	GLP-1R inv ag	PTHR1 ag	GLP1R ag	FUS suppressor	pAkt inh
> CC(=O)N1c2ccccc2S(=O)(=O)c2c1ccc1ccccc21
→ 5.0%	-3.6	1.6%	0.0%	-12.3%	-1.8%	-3.1%	·	i
> Cc1ccc(-n2c(=O)cc(N3CCN(Cc4ccccc4)CC3)[nH]c2=O)cc1
→ 0.0%	-25.5	-25.6%	-14.7%	17.2%	-22.8%	-5.1%	3.8%	i

Record cards, from the list above. Screens in order: Abeta yeast res	DRD3 antagonist	aSyn yeast inh	TDP43 rescue	GLP-1R inv ag	PTHR1 ag	GLP1R ag	FUS suppressor	pAkt inh
O=C(NCC1CCCO1)c1ccc2c(=O)n(CCc3ccccc3)c(=O)[nH]c2c1 (stereo unspecified) across the screens: 5.1%	20.2	-1.2%	-13.8%	-17.9%	-21.5%	-8.1%	15.7%	i
Cc1ccc(-n2c(=O)cc(N3CCN(Cc4ccccc4)CC3)[nH]c2=O)cc1 across the screens: 0.0%	-25.5	-25.6%	-14.7%	17.2%	-22.8%	-5.1%	3.8%	i
COc1ccc(C(=O)COC(=O)c2sc(C)nc2C)cc1Cl across the screens: -11.5%	21.1	3.7%	?	9.7%	-39.4%[inhibitor]	11.8%	19.3%	i
CCC(=O)N1CCc2cc(Br)cc(S(=O)(=O)N(C)c3ccc(OC)cc3)c21 across the screens: 0.3%	30.3	-7.7%	-1.2%	?	-15.0%	18.4%	18.1%	i

Source: PubChem BioAssay (National Center for Advancing Translational Sciences (NCATS))
